Screens as filed in PubChem.
SIRT5 inh – SIRT5 desuccinylase inhibitors, primary screen, biochemical, fluorescence imaging, single point, set 5. hit rate 1.1% among 330,000. inhibition, % at 15 µM. NAD-dependent protein deacylase sirtuin-5, mitochondrial (Homo sapiens), Q9NXA8. AID 652115, 2013. Purified SirT5, succinyl-peptide AMC, trypsin-coupled fluorescence; in the data active = inhibition above about 15%
Target sequence (Q9NXA8 whole entry, looked up): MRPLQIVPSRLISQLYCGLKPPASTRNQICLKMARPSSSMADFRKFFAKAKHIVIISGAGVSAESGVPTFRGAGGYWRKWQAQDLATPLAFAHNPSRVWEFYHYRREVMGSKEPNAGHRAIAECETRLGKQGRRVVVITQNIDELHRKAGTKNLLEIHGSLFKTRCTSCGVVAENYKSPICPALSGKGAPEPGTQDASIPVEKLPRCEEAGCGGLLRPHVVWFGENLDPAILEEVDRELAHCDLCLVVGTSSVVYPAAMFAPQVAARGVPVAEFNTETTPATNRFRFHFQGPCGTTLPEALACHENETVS
CASP6 VEID inh – human caspase-6 inhibitors, primary screen, biochemical, VEID-R110 fluorescence, single point, set 2; hit rate 0.53% among 350,000; inhibition, % at 12.5 µM; P55212; purified caspase-6, Z-VEID-R110 cleavage fluorescence;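 active = mean inhibition across replicates at least about 35%, with every replicate also reaching that limit, limit read from the data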;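 also: 0% = median of neutral control wells and 100% = no fluorescence left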
Target sequence (P55212 24-179 limits assumed): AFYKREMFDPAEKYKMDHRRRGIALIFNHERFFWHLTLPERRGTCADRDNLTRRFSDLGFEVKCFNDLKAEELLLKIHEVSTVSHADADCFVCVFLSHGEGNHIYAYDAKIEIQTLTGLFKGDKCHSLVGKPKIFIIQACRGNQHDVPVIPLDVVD
Target sequence (P55212 194-293 limits assumed): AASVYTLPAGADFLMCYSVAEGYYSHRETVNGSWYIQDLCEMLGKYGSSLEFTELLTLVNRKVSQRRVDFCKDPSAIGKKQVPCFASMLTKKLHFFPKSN
S100A4 inh HTS – inhibitors of S100A4-myosin IIA peptide binding, primary screen, biochemical, fluorescence polarization, TAMRA-MyoIIA peptide. inhibition, % at 10.7 µM. hit rate 0.14% among 360,000. AID 652163, 2013;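 active = mean inhibition of at least 70% across replicates, with every replicate also reaching that level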
Target sequence (P26447 whole entry, looked up): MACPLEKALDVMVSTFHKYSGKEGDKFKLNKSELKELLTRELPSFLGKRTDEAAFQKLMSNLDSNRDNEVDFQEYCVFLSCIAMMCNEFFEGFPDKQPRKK
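Test system – S100A4 monomer (human) · Compound – single-point compound testing · Schedule – 5 min incubation before reading · Probe or stimulus – TAMRA-labelled myosin IIA heavy-chain peptide probe, 5 nM · Benchmarks – neutral control DMSO, positive control TFP · Medium – Calcium-containing HEPES buffer, pH 7.2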
FN deposition inh – inhibitors of fibronectin matrix deposition, primary screen, AH1F cells, Alexa488-fibronectin fluorescence, plate reader; AH1F fibroblasts, overnight; inhibition, % at 12.6 µM; hit rate 0.086% among 350,000; AID 743247, 2014;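 active = mean inhibition across replicates of 30% or more, regardless of how many single replicates reach that level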;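 also: positive control wells lacked labelled fibronectin entirely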
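Measured by – fluorescence 485/525 nm · System – AH1F fibroblast monolayer, labelled fibronectin deposition · Amount – 10000 cells per well · Buffer or medium – serum-reduced DMEM (2% serum) · Doses – single dose, pinned · Also added – fluorescent fibronectin at 24 nM final · Schedule – 1 h cell attachment, overnight exposure to compound and label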
LGR2 antag – inhibitors of bursicon-induced LGR2 CRE-luciferase signal, primary screen, cell-based, HEK293, CRE-luciferase reporter, bursicon stimulation; inhibition, % at 9.99 µM; Drosophila bursicon receptor LGR2 (rickets); bursicon-stimulated, 4 h; hit rate 0.35% among 380,000;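 active = drop in luminescence signal, shown as inhibition above about 50% in the replicate tests, limit read from the data, passing the limit was not always enough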;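 also: agonist challenge used bursicon conditioned medium at about half maximal strength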
Statin myotox sup – suppressors of statin myotoxicity in C2C12 myotubes, primary screen, cell-based, single point, plate reader; rescue of ATP level, % at 7.49 µM; C2C12 myotubes + simvastatin, ATP luminescence, 48 h; scaled: DMSO 0, geranylgeraniol control 100; hit rate 0.78% among 330,000;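 active = mean ATP rescue above about 67%, or every replicate alone reaching that limit, limit read from the data, passing the limit was not always enough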;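 also: myotubes were challenged with 10 µM simvastatin during compound exposure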
esBAF inh – Bmi1 luciferase reporter increase in mESCs, primary screen, esBAF inhibitor project, mouse ES cells, Bmi1 luciferase knock-in, single point; 24 h; 100% = twice the neutral-well signal; reporter increase, % at 12.5 µM; hit rate 2% among 350,000; AID 602393, 2012; in the data active = activation above about 40%;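 also: 0% = median of the plate's neutral control wells and 100% = double that signal; a rise in the Bmi1 reporter signal indicates esBAF inhibition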
* hit, by the source's call; . = not tested or not shown. Not all compounds are listed; count on the stated rates, not on these rows.

smiles | SIRT5 inh | CASP6 VEID inh | S100A4 inh HTS | FN deposition inh | LGR2 antag | Statin myotox sup | esBAF inh
COCCN(C(=O)c1cc(S(=O)(=O)N2CCCCC2)ccc1Cl)c1c(N)n(CC(C)C)c(=O)[nH]c1=O | -1.5 | 3.8 | 0.7 | 2.0 | -23.2 | 16.5 | -2.8
CCOC(=O)c1cc2c(=O)[nH]c(C(Cl)(Cl)Cl)nc2o1 | 3.7 | 1.1 | -9.0 | 0.5 | 1.5 | . | .
Cn1c(=O)n(Cc2ccc(Br)cc2)c2ccccc21 | -1.8 | 1.5 | -16.9 | . | 16.0 | . | .
Cn1cnnc1SCC(=O)Nc1cccc(C(=O)O)c1 | -1.4 | 3.7 | -3.5 | 6.4 | -9.0 | -3.1 | -6.2
O=C(Nc1ncccc1O)c1c(O)c2ccccc2[nH]c1=O | 1.9 | 1.5 | 4.0 | -1.5 | -10.3 | 4.3 | 13.8
COc1ccc2oc(C(=O)OCC(=O)N(C)c3ccccc3)c(C)c2c1 | -3.5 | 6.2 | -3.0 | 2.3 | 8.9 | 8.3 | 6.8
CN1CCN(C(=O)CCn2c(=O)c3cccn3c3cccnc32)CC1 | -8.2 | -2.0 | -15.2 | 0.0 | -17.8 | 2.3 | -3.8
O=C1NC2(CCCCCC2)C(=O)N1Cc1ccccc1Br | -0.1 | 6.3 | 0.2 | 1.2 | 4.1 | -7.4 | 1.2

One compound at a time, as listed above. Order of screens: SIRT5 inh, CASP6 VEID inh, S100A4 inh HTS, FN deposition inh, LGR2 antag, Statin myotox sup, esBAF inh
COCCN(C(=O)c1cc(S(=O)(=O)N2CCCCC2)ccc1Cl)c1c(N)n(CC(C)C)c(=O)[nH]c1=O as listed: -1.5, 3.8, 0.7, 2.0, -23.2, 16.5, -2.8
Cn1c(=O)n(Cc2ccc(Br)cc2)c2ccccc21 as listed: -1.8, 1.5, -16.9, ., 16.0, ., .

(cont.)
smiles | SIRT5 inh | CASP6 VEID inh | S100A4 inh HTS | FN deposition inh | LGR2 antag | Statin myotox sup | esBAF inh
CC(=O)Nc1ccc(S(=O)(=O)N2CCN(CC(=O)N3CCOCC3)CC2)cc1 | . | 0.2 | -3.8 | 0.9 | 10.2 | . | .
CC(C)Nc1ncnc2c1cnn2Cc1ccccc1Cl | 4.0 | -4.1 | -1.7 | -1.3 | -5.6 | 2.1 | -3.0
CN1CCN(CC(O)COc2ccc(C34CC5CC(CC(C5)C3)C4)cc2)CC1 (stereo not given) | -5.6 | -111.1 | 4.9 | -5.2 | 10.4 | . | .
O=C(C[C@H]1CC[C@H]2[C@@H](COC[C@H](O)CN2Cc2ccccc2F)O1)NCc1ccccc1F | -0.1 | -2.2 | -2.1 | -0.2 | -2.4 | -7.4 | -2.0
CO[C@H](CCO)[C@H](O)c1ccc(O)c(F)c1 | 1.5 | -3.6 | -6.4 | . | . | . | .
CSc1ccc(CCNC(=O)c2cc(-c3ccccc3)c(N3CCOCC3)s2)cc1 | -5.2 | 2.2 | 6.2 | -3.0 | 12.4 | 6.6 | -5.9
CN1C(=O)c2cc(NC(=O)Cc3cccs3)ccc2OC[C@H]2O[C@H](CC(=O)N[C@H]3CCN(Cc4ccccc4)C3)CC[C@@H]21 | 3.6 | -7.9 | 96.0* | -5.4 | 19.3 | 4.0 | -1.6
COc1cccc(CC(=O)Nc2nc(-c3cc(OC)ccc3OC)cs2)c1 | -1.5 | 3.1 | 0.4 | 8.3 | 1.4 | . | .
Cn1c(CNC(=O)CNC(=O)Cc2ccc(F)cc2)cc(=O)n(C)c1=O | -4.2 | -0.3 | -9.1 | -4.3 | -5.0 | 4.2 | -4.0
COc1ccc(CNC(=O)CN(C(=O)c2csnn2)c2cccc3ccccc23)cc1 | 0.7 | . | -5.3 | 4.6 | 18.0 | 2.7 | -4.9
CCN(CC(=O)Nc1ccc(NC(C)=O)cc1)C(=O)c1ccccc1Sc1ccccc1C#N | -3.8 | -210.8 | -1.9 | 3.8 | -3.1 | 2.8 | -0.3
COCC(=O)Nc1ccc(F)cc1 | -2.1 | 1.0 | 1.8 | 0.0 | . | . | .
CC1(C(=O)Nc2cnc3ccccc3c2)CCN1Cc1ccc2ccccc2c1 (stereo not given) | . | -1.5 | 9.6 | 0.5 | -2.4 | 35.9 | 8.5
COc1ccc(C(=O)N(C)Cc2ccc(C)o2)cc1OC1CCN(C(C)=O)CC1 | -0.9 | 0.6 | 1.6 | . | 1.7 | 5.0 | -4.6
O=C1c2ccccc2C(O)N1c1ccccc1 (stereo not given) | -2.0 | 1.3 | -2.4 | 3.3 | -0.6 | -4.7 | 1.5
CC1CC(C)CN(S(=O)(=O)c2ccc3c(c2)oc(=O)n3CC(=O)N(C)Cc2ccccc2)C1 (stereo not given) | . | -3.2 | 2.3 | 4.8 | 1.3 | 52.3 | 1.3
COc1ccc(CN2CSC(=S)N(Cc3ccc(OC)cc3)C2)cc1 | -3.2 | -4.8 | -1.4 | 7.4 | . | 7.2 | -2.6
CCC(C)C(=O)Nc1nnc(SCC(=O)N2C(C)CCCC2C)s1 (stereo not given) | -1.0 | -1.8 | -1.3 | 2.8 | 16.6 | -14.9 | 0.8
COc1ccc(NCc2nnc(SCC(=O)NNC(=O)c3ccc(C)cc3)n2C)cc1 | -1.8 | 1.0 | -0.2 | 4.6 | -1.1 | . | .
O=C(C1CCCC1)N1CC(=O)N2[C@H](C1)[C@H](c1ccc(C#Cc3cccc(F)c3)cc1)[C@@H]2CO | 0.4 | 0.5 | -0.4 | 12.2 | 2.5 | . | .
Cc1ccc2c(c1)C1CN(C)CCC1N2C(=O)COc1ccc(N(C)C(=O)C(C)(C)C)cc1 (stereo not given) | 3.1 | 3.1 | -3.9 | . | 7.5 | . | .
O=C1CCCC(=O)C1C1c2ccccc2CCN1C(=O)CCl (stereo not given) | -3.0 | -5.0 | -8.0 | 3.9 | 5.5 | . | .
Cc1nc(SCC(=O)c2cc(C)n(C3CC3)c2C)c2ccccc2n1 | -3.3 | 4.4 | -5.1 | 4.7 | . | -9.5 | 3.3
COC(=O)c1ccccc1NC(=O)C1CC(c2ccc(F)cc2)=NO1 (stereo not given) | 3.3 | -0.8 | 3.7 | . | -5.8 | 2.9 | -5.9
Cc1ccc(S(=O)(=O)N2CCCC2)cc1C(=O)N1CCN(Cc2ccccc2)CC1 | 0.7 | -1.2 | 0.6 | -2.6 | 14.0 | -8.8 | 4.6
Cc1nc(C2CC(=O)OC23CCCCC3)cs1 (stereo not given) | . | . | 13.9 | -0.1 | . | 1.6 | 3.0
CCOCCCNC(=O)Cn1cc2c(n1)CCCCC2 | . | -2.1 | -3.0 | -3.5 | -5.6 | 3.1 | -4.8
COc1ccccc1CCC(=O)Nc1cccc(S(=O)(=O)N2CCOCC2)c1 | -3.0 | -5.2 | -3.4 | -8.1 | 8.0 | 3.0 | -2.0
CC(C)NC(=O)N[C@H]1C[C@@H]2O[C@@H](CO)CC[C@@H]2O[C@@H]1CCc1ccc(-c2ccc(F)cc2)cc1 | 0.8 | 1.0 | 15.8 | . | . | . | .
O=[N+]([O-])c1ccc(C[n+]2cc(-c3ccccc3)n3c2CCCCC3)cc1 | -4.7 | -12.3 | -0.1 | 3.3 | -3.3 | 6.3 | -3.6
COc1ccc(CCN2CC(C(=O)NCc3cc(C(C)C)no3)CCC2=O)cc1 (stereo not given) | 1.4 | . | 4.7 | -7.0 | -1.3 | 7.7 | -0.6
O=C(Cn1cc2c(n1)CCCCC2)N1CCCCC1 | . | 2.0 | -5.7 | -1.2 | -12.2 | -2.2 | 35.8
CC(C)CC(=O)Nc1ccc(C(=O)Nc2cccc(O)c2)cc1 | -1.0 | -0.3 | 8.3 | -1.3 | -68.8 | . | .
CNc1nc(NCCOc2ccccc2Cl)c2sccc2n1 | 2.1 | . | 0.1 | 5.4 | 1.0 | 2.1 | 10.9
COc1ccc(C(=O)CSc2nnc3ccccn23)cc1OC | -9.3 | 34.8 | 33.4 | -0.8 | -18.9 | . | .
COC(=O)C1CSc2[nH]c(=O)sc2C1c1ccccc1 (stereo not given) | 0.6 | 4.0 | 10.4 | . | -12.6 | -5.3 | 7.1
CC1CN(Cc2cc(=O)[nH]c(C(C)C)n2)CC(C)O1 (stereo not given) | . | . | . | 3.5 | . | -1.6 | -19.2
COc1ccc(-c2ccc3c(c2)[C@@H]2[C@@H](CCN2C(=O)c2ccc(F)cc2)[C@H](CO)N3C)cc1 | . | . | . | 1.0 | -20.2 | 59.8 | -4.3
CC(C)CC(=O)NC(=S)Nc1nc(-c2ccc(Cl)cc2)cs1 | -3.5 | 0.8 | 6.7 | . | -0.7 | . | .
CCN(C(=O)Cn1cnc2ccccc2c1=O)C1CCS(=O)(=O)C1 (stereo not given) | 13.8 | 7.4 | -6.8 | -1.0 | 9.0 | 9.6 | 1.0
Cc1ccc(C)c(Nc2c(F)c(F)c(F)c(F)c2C(=O)O)c1 | 0.3 | 1.5 | -2.9 | -2.9 | -21.9 | 15.1 | 2.3
COc1ccccc1-c1cc(C(F)(F)F)nc(S(=O)(=O)CCCC(=O)N2CCCCC2C)n1 (stereo not given) | . | . | . | 16.1 | . | 84.0* | -12.4
CCN(CCCNC(=O)C1CCN(S(=O)(=O)CC)CC1)c1ccccc1 | 0.1 | -2.0 | 1.0 | . | -12.1 | -22.9 | -3.3
O=C(Cn1cnc2c(NC(=O)OCc3ccccc3)ncnc21)NCc1ccccn1 | . | -0.3 | -12.6 | 5.0 | -13.7 | -2.0 | -4.3
CC1CC(C)CN(CC(=O)NCCc2ccc(S(N)(=O)=O)cc2)C1 (stereo not given) | 0.7 | 2.0 | -1.9 | 3.8 | 14.4 | 13.4 | 0.4
CC(=O)N1CCSc2ccc(S(=O)(=O)Nc3cccc(C)c3)cc21 | -2.5 | 8.3 | -1.4 | -5.4 | -9.9 | -1.8 | -16.1
CN(C)C(=O)C[C@H]1C[C@@H]2c3cc(NC(=O)C4CCC4)ccc3O[C@@H]2[C@@H](CO)O1 | -5.4 | 1.7 | -20.0 | 6.7 | 1.6 | -2.7 | 2.5
O=C(Nc1nc(=O)c2ccccc2s1)c1ccc(Cl)cc1 | . | . | . | . | -48.3 | 80.4* | 21.5
CCC(C)NC(=O)CN(c1ccc(OC)cc1)S(=O)(=O)c1ccc(NC(C)=O)cc1 (stereo not given) | . | . | . | -69.2 | . | 12.9 | -6.7
COc1ccc(Cl)cc1-n1c(=S)sc2c(=O)[nH]c(SCC(=O)NCCC(C)C)nc21 | 2.0 | 0.2 | 4.4 | 2.3 | 23.4 | 1.5 | -2.3
CCCNC(=O)C1(C)CCN(Cc2ccc(C)c3ccccc23)C1 (stereo not given) | . | -1.5 | -1.7 | 3.4 | -12.8 | 27.5 | -1.5
Cn1c(=O)oc2cc(S(=O)(=O)NCCC(=O)NCCc3ccccc3)ccc21 | -0.8 | 3.9 | -5.8 | . | . | -14.6 | -3.3
COc1ccc(CN2C(=O)CN(S(C)(=O)=O)CC2(C)C(=O)NCc2ccccc2)cc1OC (stereo not given) | 1.4 | -0.6 | 5.0 | . | -10.9 | . | .
O=C(Nc1nnc(-c2ccncc2)o1)c1cccc(N2C(=O)CCC2=O)c1 | 1.5 | -3.5 | -4.7 | . | -1.1 | 0.8 | -8.8
CC(C)(C)c1ccccc1NC(=O)Nc1nc(C(N)c2ccccc2Cl)cs1 (stereo not given) | . | -1.9 | 6.8 | 15.5 | -8.9 | -66.2 | 0.7
